Screens: PubChem BioAssay, several laboratories
DAX1 inh-1 – blocks DAX1 repression of SF-1 activated StAR promoter. HEK293T StAR-luciferase reporter, SF-1/DAX-1 repression relief. inhibition, % at 6.8 µM. 370,000 tested, 1.1% active. AID 652010;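 active means inhibition above the mean over all tested compounds plus 3 SD, cut at about 3.6% in these data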;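 further: 0% = DAX-1 cells with DMSO and 100% = cells lacking DAX-1 with DMSO; higher inhibition means more luminescence from relief of DAX-1 repression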
NPR2 activator – GC-B (human) receptor activation; activation, % at 10 µM; AID 1920062; HEK293-GC-B cells, CNP EC30, cGMP TR-FRET; 0% at EC30 CNP, 100% saturating CNP; P20594; 370,000 tested, 0.11% active;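 active means activation at 10 µM reaching about 35% in either raw or pattern-adjusted values, limit read from the data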
SMARCA2 activ – activators of SMARCA2 function; MG213 cells, MMTV-luciferase reporter, dexamethasone, overnight; 370,000 tested, 1% active; activation, % at 9.1 µM; in the data active means activation above about 7.8%;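 further: 0% = vehicle wells and 100% = reference activator wells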
hcDAF12 agonist – activators of H. contortus DAF-12 nuclear receptor | HEK293 hcDAF-12 lit1-tk-luc reporter, luminescence; 0% DMSO, 100% Δ7-dafachronic acid | activation, % at 6.8 µM | 370,000 tested, 1.4% active | AID 652067;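 active means activation above the mean of all tested compounds plus 3 SD, cut at about 5.5% in these data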;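 further: 100% = response to 3 µM Δ7-dafachronic acid high control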
GC-A act – GC-A (human) enzyme activation; P16066; HEK293 GC-A cells, cGMP TR-FRET, EC30 ANP; 0% at EC30 ANP, 100% saturating ANP; activation, % at 10 µM; 370,000 tested, 0.14% active; in the data active means activation above about 40%
FXN GAA850 act – increases GAA850 frataxin promoter reporter activity. HEK293 lucGAA850 FXN promoter luciferase reporter, 24 h; percent of 10 µM SAHA response. activation, % at 6 µM. 360,000 tested, 0.56% active. AID 540364;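 active means activation above the average of all compounds screened plus 3 SD, cutoff fixed separately per campaign, cut at about 7.5% in these data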;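 further: 0% = DMSO wells and 100% = 10 µM SAHA wells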
hgDAF12 agonist – agonists of H. glycines DAF-12 nuclear receptor; AID 687014; HEK293 GAL4-hgDAF12 UAS-luciferase reporter, agonist luminescence; normalized to butyrate control; activation, % at 6.8 µM; 370,000 tested, 1.8% active;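 active means activation above a cutoff set at the mean of all screened compounds plus 3 SD, cut at about 10% in these data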;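 further: 0% = DMSO wells and 100% = sodium butyrate wells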
DAX1 inh-2 – NR0B1 (DAX1) inhibition. 340,000 tested, 0.99% active. AID 504766. inhibition, % at 6.75 µM. HEK293 Gal4-DAX1 luciferase reporter, luminescence. P51843;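 active means inhibition above the mean over all tested compounds plus 3 SD, cut at about 4.2% in these data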;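 further: 0% = DAX1-transfected cells with DMSO and 100% = empty-vector control cells with DMSO; inhibition shows as a rise in luminescence from relieved DAX1 repression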
Target sequence (P51843 207-470 limits assumed): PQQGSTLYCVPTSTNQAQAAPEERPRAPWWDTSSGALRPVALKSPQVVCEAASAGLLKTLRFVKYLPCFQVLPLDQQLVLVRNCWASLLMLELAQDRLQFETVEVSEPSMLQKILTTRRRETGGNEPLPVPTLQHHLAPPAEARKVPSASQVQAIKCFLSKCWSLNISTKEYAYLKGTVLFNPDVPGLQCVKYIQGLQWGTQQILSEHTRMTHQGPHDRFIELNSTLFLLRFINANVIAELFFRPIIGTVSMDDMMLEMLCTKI
ADAM10 inh – ADAM10 inhibition, QFRET primary screen; 370,000 tested, 0.62% active; inhibition, % at 7 µM; recombinant ADAM10, EDANS/DABCYL FRET peptide cleavage, 3 h; AID 720582;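 active means inhibition above a per-campaign cutoff equal to the mean of compounds falling between control-based bounds plus 3 SD, cut at about 20% in these data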;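 further: 0% = DMSO wells while the 100% control is not disclosed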
HGIII-sPLA2 inh – Inhibits HGIII-sPLA2 liposome hydrolysis, primary screen. QFRET BODIPY PC-A2 liposome hydrolysis, fluorescence. inhibition, % at 12.2 µM. 370,000 tested, 0.56% active;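 active means inhibition above mean plus 3 SD of compounds lying within the high and low control bounds, cut at about 19% in these data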;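 further: 0% = median of test compound wells and 100% = no enzyme DMSO wells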
Target sequence (Q9NZ20 whole entry, looked up): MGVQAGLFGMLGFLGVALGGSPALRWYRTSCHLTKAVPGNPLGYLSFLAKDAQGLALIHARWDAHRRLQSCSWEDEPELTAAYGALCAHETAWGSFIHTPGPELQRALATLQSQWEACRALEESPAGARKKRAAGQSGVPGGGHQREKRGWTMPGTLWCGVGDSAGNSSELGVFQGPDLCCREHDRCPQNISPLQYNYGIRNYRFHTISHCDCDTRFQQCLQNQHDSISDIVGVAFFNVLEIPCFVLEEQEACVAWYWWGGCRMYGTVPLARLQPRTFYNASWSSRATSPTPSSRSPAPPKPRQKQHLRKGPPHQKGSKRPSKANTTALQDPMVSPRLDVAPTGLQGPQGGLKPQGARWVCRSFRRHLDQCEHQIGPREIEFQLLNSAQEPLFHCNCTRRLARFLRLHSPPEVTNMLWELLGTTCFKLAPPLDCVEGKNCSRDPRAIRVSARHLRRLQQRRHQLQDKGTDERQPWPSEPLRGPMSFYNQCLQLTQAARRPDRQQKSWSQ
ssDAF-12 act – S. stercoralis DAF-12 activation, primary screen; 370,000 tested, 1% active; HEK293 ssDAF-12/GRIP1 lit1-tk-luc reporter, luminescence; % of 3 µM dafachronic acid response; activation, % at 6.8 µM;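 active means activation above the mean over all tested compounds plus 3 SD, cut at about 0.9% in these data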;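 further: 0% = DMSO-only wells and 100% = 3 µM delta7-dafachronic acid wells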
Starred values were filed as active, the others as inactive; · = not tested or not shown.

1	O=C(c1ccco1)N1CCN(C(c2ccc(F)cc2)c2nnnn2CC2CCCO2)CC1 (stereo unspecified)
2	CSc1sc(C(=O)NN)c2c1C1(CCC2)SCCS1
3	COc1cc(/C=C/C(=O)c2c(O)ccc3c(C)cc(=O)oc23)ccc1O
4	Cc1ccc(S(=O)(=O)c2ccc(Cl)cc2)cc1S(N)(=O)=O
5	COc1ccc(C[C@H]2CN3C(=NC[C@@H]3Cc3ccc(O)cc3)N2C[C@H](C)NC(=O)CCC2CCCCC2)cc1
6	Cc1ccc(N(C(=O)c2snc(C(N)=O)c2N)C(C(=O)NC2CCCC2)c2ccc(C)o2)cc1 (stereo unspecified)
assay / compound | 1 | 2 | 3 | 4 | 5 | 6
DAX1 inh-1 | -0.2 | 0.0 | -1.6 | 0.4 | 0.1 | -0.1
NPR2 activator | 1.1 | 3.1 | -2.1 | 3.7 | 0.6 | -19.6
SMARCA2 activ | -1.2 | 6.5 | 1.8 | -1.7 | 1.2 | -0.9
hcDAF12 agonist | 0.2 | 0.8 | -0.8 | 1.1 | -1.2 | -3.4
GC-A act | 0.4 | -2.6 | -2.7 | 1.7 | 1.8 | -55.4
FXN GAA850 act | 0.9 | 2.7 | -0.1 | 0.3 | -5.8 | 3.1
hgDAF12 agonist | 0.0 | 1.0 | -0.3 | 1.1 | 0.4 | -2.4
DAX1 inh-2 | 0.2 | 5.8* | -1.8 | -1.8 | 1.3 | 0.6
ADAM10 inh | 3.5 | 8.1 | -8.8 | 0.3 | -4.8 | -52.4
HGIII-sPLA2 inh | 2.9 | -2.3 | -6.4 | -24.1 | -14.2 | -12.3
ssDAF-12 act | -1.0 | -0.7 | -2.0 | -0.8 | -1.2 | -0.7

7	COCCNC(=O)C1(C)CCN(Cc2ccc(C(C)C)cc2)C1 (stereo unspecified)
8	Cc1ccccc1C1NC(=O)Cc2ccccc21 (stereo unspecified)
9	CCOC(=O)[C@H]1[C@H]2COc3ccccc3[C@@H]2N2C(=O)CNC(=O)[C@@]12C
10	CCCCc1nnc(NC(=O)CCSc2ccccc2)s1
11	Cc1cccc(OC(C)C(=O)N(Cc2cccs2)C2CCS(=O)(=O)C2)c1C (stereo unspecified)
12	CCOc1ncccc1C(=O)N1CCN(c2ccc(C(F)(F)F)cn2)CC1
assay / compound | 7 | 8 | 9 | 10 | 11 | 12
DAX1 inh-1 | -0.5 | -0.4 | -0.2 | 0.1 | -0.2 | -2.4
NPR2 activator | 1.8 | 1.5 | 1.9 | 4.2 | -9.0 | -2.0
SMARCA2 activ | -0.3 | -1.4 | -2.1 | 1.1 | -3.2 | -4.7
hcDAF12 agonist | -0.1 | -0.8 | -0.9 | -0.2 | -1.1 | -3.1
GC-A act | -6.5 | -1.8 | -1.2 | 2.9 | -3.4 | 4.1
FXN GAA850 act | 0.5 | 1.8 | -1.1 | 2.0 | -0.5 | 2.0
hgDAF12 agonist | -3.4 | -0.9 | -1.9 | 0.2 | -2.3 | -4.1
DAX1 inh-2 | · | 0.2 | -1.3 | 1.1 | 0.0 | -1.0
ADAM10 inh | 1.9 | 0.2 | 4.3 | 8.7 | 17.6 | -8.4
HGIII-sPLA2 inh | 0.8 | 8.5 | 13.5 | 5.1 | -3.6 | 1.7
ssDAF-12 act | -1.4 | -1.2 | -1.0 | -1.1 | -1.1 | -2.6

13	CCOc1ccc(/C=N/NC(=O)c2cccc3ccccc23)c(OCC)c1
14	O=C(NCCC(=O)N1CCN(c2ccccc2F)CC1)c1ccco1
15	CCOc1ccc(N(CC(=O)Nc2ccc(Br)cc2)S(C)(=O)=O)cc1
16	COCC(=O)N1CCN(c2cccc(Cl)c2)CC1
17	Cc1cc(C)cc(C(O)c2ncc(-c3ccc4ccccc4c3)[nH]2)c1 (stereo unspecified)
18	O=C(Nc1cccc(-n2cnnn2)c1)c1cccnc1
assay / compound | 13 | 14 | 15 | 16 | 17 | 18
DAX1 inh-1 | 0.6 | 3.7* | 0.1 | 0.5 | -0.1 | 0.8
NPR2 activator | 2.4 | 4.0 | -2.0 | 0.7 | -1.7 | -4.6
SMARCA2 activ | -1.3 | 0.9 | 0.8 | 0.7 | -0.5 | 1.1
hcDAF12 agonist | 2.3 | 1.1 | -0.5 | 0.4 | 0.1 | -2.1
GC-A act | 4.1 | -0.3 | -1.3 | -2.1 | -3.3 | -2.5
FXN GAA850 act | 0.0 | 1.9 | 3.7 | -0.1 | -1.1 | -1.1
hgDAF12 agonist | -0.1 | 1.2 | 3.2 | -1.8 | 1.9 | 0.3
DAX1 inh-2 | 0.6 | 0.0 | 1.5 | 0.0 | · | 0.4
ADAM10 inh | -8.3 | 1.5 | 11.1 | 5.5 | -47.4 | -2.2
HGIII-sPLA2 inh | 3.9 | -0.5 | -16.6 | 3.7 | -26.0 | 9.5
ssDAF-12 act | 0.4 | -0.7 | -1.3 | -1.2 | -1.1 | -1.2

19	COc1ccc(-c2[nH]c(-c3ccc4c(c3)OCO4)nc2-c2ccccc2)cc1
20	COc1ccc(Cn2cc(CN3CC(N4CCSCC4)CS3(=O)=O)nn2)cc1 (stereo unspecified)
21	CN(C(=O)c1cccc(S(=O)(=O)N2CCCC2)c1)C1CCCCC1
22	CC1C/C(=N/O)C(C)CN1 (stereo unspecified)
23	CCOC(=O)c1c(C)c(C)n(Cc2ccc(OC)c(OC)c2)c1C
24	CC1Cc2nc(SCC(=O)Nc3ccc4c(c3)OCCO4)n(C)c(=O)c2S1 (stereo unspecified)
assay / compound | 19 | 20 | 21 | 22 | 23 | 24
DAX1 inh-1 | -0.6 | -2.6 | 0.6 | 0.0 | -0.8 | -2.0
NPR2 activator | -0.8 | 6.6 | 4.2 | 7.0 | -3.6 | 1.0
SMARCA2 activ | -3.3 | -1.1 | -0.5 | 0.4 | -0.9 | -1.6
hcDAF12 agonist | -1.1 | -0.4 | -1.0 | -1.9 | -3.6 | -3.3
GC-A act | -5.4 | 0.2 | 1.0 | 1.7 | 1.6 | -4.6
FXN GAA850 act | -0.3 | · | -0.4 | 1.1 | 0.3 | -4.7
hgDAF12 agonist | -3.2 | -0.5 | -1.9 | -1.5 | -3.1 | -3.0
DAX1 inh-2 | -1.1 | · | 0.7 | 0.0 | -0.9 | -2.0
ADAM10 inh | -331.1 | -9.2 | -17.8 | -5.5 | 6.5 | -2.7
HGIII-sPLA2 inh | 7.8 | 16.3 | 16.3 | 10.6 | 7.7 | 1.2
ssDAF-12 act | -1.9 | -1.2 | -0.9 | -1.6 | -1.6 | -1.5

25	O=C(N/N=C\C=C\c1ccc(Br)cc1)c1ccc2c(c1)OCO2
26	COC(=O)CSc1nnc(-c2ccc(OC)cc2OC)o1
27	COc1ccccc1N1CCN(C(=O)CCC(=O)O)CC1
28	O=C(NC1CCCCC1)C1CC(O)CN1C(=O)OCc1ccccc1 (stereo unspecified)
29	COc1ccc(C(=O)COC(=O)/C=C/c2ccccc2)c(OC)c1
30	O=C(NC(c1ccccc1)c1ccccc1)C1CCCN(S(=O)(=O)c2cnc[nH]2)C1 (stereo unspecified)
assay / compound | 25 | 26 | 27 | 28 | 29 | 30
DAX1 inh-1 | -0.1 | 0.3 | 0.9 | -0.4 | 0.2 | -1.0
NPR2 activator | -8.2 | -3.5 | -7.8 | -0.1 | -1.4 | -9.0
SMARCA2 activ | 1.5 | -3.0 | 0.3 | 3.4 | 1.1 | -0.6
hcDAF12 agonist | 0.5 | -1.1 | -2.3 | 2.0 | -1.5 | -0.5
GC-A act | 0.9 | 20.3 | -0.7 | 0.6 | -0.7 | 0.3
FXN GAA850 act | 0.5 | -0.8 | -1.1 | -0.9 | 2.2 | -1.5
hgDAF12 agonist | -0.5 | -0.3 | 0.8 | 1.8 | 0.6 | 1.3
DAX1 inh-2 | 1.3 | -0.6 | 5.5* | 1.4 | 0.0 | 1.5
ADAM10 inh | -6.8 | 3.5 | 8.8 | 0.0 | 1.5 | -11.2
HGIII-sPLA2 inh | 4.6 | -2.7 | 0.4 | -6.0 | -9.3 | -4.3
ssDAF-12 act | -0.9 | -1.3 | -0.8 | -0.7 | -1.1 | -0.9

31	O=C(NCc1ccccn1)[C@@H]1CCCN1C(=O)[C@@H]1CCCN1
32	CCN(CC)CC(O)Cn1c(C)c(-c2ccccc2)c2cc([N+](=O)[O-])ccc21 (stereo unspecified)
33	CCOC(=O)c1cn(CC#N)c2cc(F)c(F)cc2c1=O
34	Cc1nc(C)c(-c2csc(Nc3ccc(O)cc3C)n2)s1
35	COc1cccc(NC(=O)C2(C)CCN2Cc2cccc(OC)c2F)c1 (stereo unspecified)
36	Cc1ccn2c(-c3csc(NCc4ccccc4)n3)c(C)nc2c1
assay / compound | 31 | 32 | 33 | 34 | 35 | 36
DAX1 inh-1 | 0.9 | -0.1 | 0.7 | -0.7 | -0.6 | -1.6
NPR2 activator | 1.5 | -11.4 | -1.0 | 4.0 | -0.8 | -5.1
SMARCA2 activ | -2.7 | -0.7 | 0.5 | 3.2 | 1.4 | -0.7
hcDAF12 agonist | -1.1 | -0.5 | -0.5 | -3.1 | -2.3 | -4.4
GC-A act | 4.3 | -42.6 | 0.9 | -6.1 | -3.6 | -5.6
FXN GAA850 act | · | -2.1 | 0.2 | 2.5 | -2.7 | -3.8
hgDAF12 agonist | 2.0 | -2.2 | 0.7 | -2.8 | -3.5 | -2.8
DAX1 inh-2 | · | 0.9 | 1.6 | -0.2 | · | -1.2
ADAM10 inh | -8.5 | 0.9 | 1.0 | 5.2 | 6.2 | -10.4
HGIII-sPLA2 inh | -2.4 | 1.2 | 2.6 | -10.9 | -9.3 | 4.0
ssDAF-12 act | -1.0 | -1.6 | -0.2 | -1.4 | -1.4 | -2.1

37	O=C(NNc1ccccc1Br)C(=O)n1ccc2ccccc21
38	O[C@@H]1C[C@H](c2ccccc2)N(Cc2cccs2)C[C@H]1n1cc(C2CC2)nn1
39	O=C(NCC(c1ccco1)N1CCN(c2ccccc2)CC1)C(=O)NC1CCCCC1 (stereo unspecified)
40	CC1CN(c2cc(=O)n(-c3ccccc3)c(=O)[nH]2)CC(C)O1 (stereo unspecified)
assay / compound | 37 | 38 | 39 | 40
DAX1 inh-1 | -0.3 | -1.2 | -1.1 | 1.5
NPR2 activator | 0.4 | 3.9 | 2.7 | -0.3
SMARCA2 activ | -1.1 | -0.3 | -2.5 | -2.3
hcDAF12 agonist | 7.6* | -1.9 | -1.6 | 0.3
GC-A act | -0.2 | 1.8 | 0.4 | 2.9
FXN GAA850 act | 1.9 | -0.4 | -1.3 | 8.1*
hgDAF12 agonist | 1.4 | 2.5 | -0.7 | 2.2
DAX1 inh-2 | 0.1 | 1.9 | 1.0 | -0.5
ADAM10 inh | 16.8 | 6.8 | -6.8 | -15.6
HGIII-sPLA2 inh | -38.0 | -8.5 | 7.7 | 1.4
ssDAF-12 act | 0.0 | -1.0 | -0.5 | -1.1
